SIAE primary – inhibitors of human sialic acid acetylesterase SIAE | 370,000 tested, 0.69% active | SIAE FP-Rh probe binding, fluorescence polarization | AID 1053197 | inhibition, % at 9.66 µM | Q9HAT2;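 active = inhibition above a cutoff: mean of compounds within the control limits plus 3 SD of those, cut at about 17% in these data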;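 also: 0% = plate median of compound wells and 100% = probe without SIAE protein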
HTRA1 inhibitor – HTRA1 (human) protease inhibition; inhibition, % at 5.96 µM; Q92743; 340,000 tested, 0.5% active; AID 504803; recombinant HTRA1, FP-rhodamine activity-based probe, fluorescence polarization; in the data active = inhibition above about 36%;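 also: 0% = enzyme with DMSO and 100% = wells lacking enzyme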
PG9 binder – PG9 antibody binding by small molecule | inhibition, % at 6.7 µM | 360,000 tested, 0.43% active | AID 624416 | TR-FRET gp120-PG9 antibody binding; in the data active = inhibition above about 8.5%
NR1D1 modulator – Rev-erb alpha (human) modulation. P20393. Rev-erbα–FITC-DNA binding, fluorescence polarization, 90 min. activity, % at 10 µM. 370,000 tested, 0.79% active;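 active = activity above about 14%, limit read from the data; passing the limit was not always enough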;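 also: 0% = DMSO wells with 35 nM protein and 100% = DMSO wells with 750 nM protein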
rCAG binder – r(CAG) repeat RNA binding. TO-PRO-1 dye displacement fluorescence. inhibition, % at 3 µM. 370,000 tested, 1.3% active. AID 651821;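 active = inhibition above the plate cutoff, the mean of all test compounds on that plate plus 3 SD, cut at about 35% in these data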;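 also: 0% = DMSO alone and 100% = 100 µM mitoxantrone as full dye displacement; higher means more dye released from RNA so lower well fluorescence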
PRMT1 inh – blocks human protein arginine methyltransferase 1. recombinant PRMT1, activity-based probe fluorescence polarization. inhibition, % at 2.79 µM. 370,000 tested, 1.3% active. AID 652257;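 active = inhibition above about 21% made by adding two undisclosed values, limit read from the data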
Target sequence (Q99873 whole entry, looked up): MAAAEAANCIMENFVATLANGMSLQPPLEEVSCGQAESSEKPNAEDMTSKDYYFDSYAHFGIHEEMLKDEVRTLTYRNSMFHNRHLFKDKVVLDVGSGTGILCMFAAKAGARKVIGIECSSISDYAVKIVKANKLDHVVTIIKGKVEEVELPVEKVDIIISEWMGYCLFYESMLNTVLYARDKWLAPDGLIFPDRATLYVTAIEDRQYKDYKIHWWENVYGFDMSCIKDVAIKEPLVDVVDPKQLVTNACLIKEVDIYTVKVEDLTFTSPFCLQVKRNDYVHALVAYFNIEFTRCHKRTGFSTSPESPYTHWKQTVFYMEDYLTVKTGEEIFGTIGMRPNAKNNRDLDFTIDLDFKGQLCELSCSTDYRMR
mABHD4 FP – inhibitors of mouse ABHD4; Q8VD66; purified mABHD4, FP-Rh probe fluorescence polarization; inhibition, % at 8.92 µM; 370,000 tested, 0.54% active; AID 720543;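 active = inhibition exceeding the mean over every tested compound plus 3 SD, cut at about 30% in these data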;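 also: 0% = plate median of compound wells and 100% = S159A mutant with DMSO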
Target sequence (Q8VD66 whole entry, looked up): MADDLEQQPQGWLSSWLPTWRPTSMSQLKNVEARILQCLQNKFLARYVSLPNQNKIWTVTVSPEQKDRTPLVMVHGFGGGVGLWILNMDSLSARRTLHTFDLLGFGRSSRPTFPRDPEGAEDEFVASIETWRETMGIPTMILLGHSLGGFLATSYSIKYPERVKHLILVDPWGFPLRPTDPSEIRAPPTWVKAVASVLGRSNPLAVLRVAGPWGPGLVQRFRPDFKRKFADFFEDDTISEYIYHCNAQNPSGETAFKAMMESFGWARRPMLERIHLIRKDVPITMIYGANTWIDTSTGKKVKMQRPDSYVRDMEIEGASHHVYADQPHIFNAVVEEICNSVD
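System: mouse ABHD4 enzyme, wild type / Medium: HEPES pH 7.0, NaCl, Pluronic buffer / Reagent: FP-Rh activity-based fluorescent probe / Control set: S159A mutant high control, sample median low control / Detection: fluorescence polarization with parallel and perpendicular emission, 525/598 nm / Schedule: 45 min + 60 min at 25 °C / Compound dosing: 8.92 µM, single dose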
LEDGF integ inh – blocks HIV-1 LEDGF/p75-dependent DNA integration; TR-FRET IN-LEDGF/p75 DNA integration, Eu/Cy5; inhibition, % at 3.7 µM; 370,000 tested, 0.64% active; AID 743269;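 active = inhibition above the screen-wide mean plus 3 SD, cut at about 13% in these data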;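 also: signal is the Cy5 over europium emission ratio at 671 and 618 nm; 0% = plate median of compound wells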
TDP2 absorb – blocks human TDP2 phosphodiesterase activity | O95551 | recombinant TDP2, T5PNP hydrolysis, p-nitrophenol absorbance 415 nm | inhibition, % at 12.8 µM | 370,000 tested, 0.34% active | AID 720702;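 active = inhibition above the mean of all tested compounds plus 3 SD, set per campaign, cut at about 25% in these data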;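 also: 0% = DMSO with enzyme and 100% = buffer with substrate but no TDP2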
Target sequence (O95551 whole entry, looked up): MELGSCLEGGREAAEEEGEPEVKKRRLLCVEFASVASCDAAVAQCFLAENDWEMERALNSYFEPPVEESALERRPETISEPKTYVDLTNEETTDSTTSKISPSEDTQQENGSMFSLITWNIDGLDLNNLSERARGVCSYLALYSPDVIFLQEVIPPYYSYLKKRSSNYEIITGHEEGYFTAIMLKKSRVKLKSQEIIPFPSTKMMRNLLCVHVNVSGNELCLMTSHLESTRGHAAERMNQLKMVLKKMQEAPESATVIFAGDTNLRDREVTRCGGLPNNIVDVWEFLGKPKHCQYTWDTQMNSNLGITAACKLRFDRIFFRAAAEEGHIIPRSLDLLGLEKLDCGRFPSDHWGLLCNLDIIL
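Test system: Human TDP2 enzyme | Reagent: 5 mM T5PNP | Compound dosing: 12.8 µM single point, 1% DMSO | Incubation: Enzyme reaction with compound for 2 h at 37 °C | Technique: p-Nitrophenol epi absorbance | Read-out: % inhibition relative to enzyme-containing and enzyme-free wells | Benchmarks: High control without enzyme, low control DMSO plus TDP2 | Replicates: Singlicate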
TCR-CD3 inh – inhibitors of human TCR-CD3 interaction. TAMRA-labeled TCR probe fluorescence, biochemical. inhibition, % at 9.4 µM. 360,000 tested, 0.37% active. AID 651800; in the data active = inhibition above about 19%;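 also: recombinant mutant TCR 2C K166C tagged with TAMRA read by polarization; 0% = receptor in buffer alone and 100% = receptor with positive control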
Starred values were filed as active, the others as inactive; . = no result given.

SMILES | SIAE primary | HTRA1 inhibitor | PG9 binder | NR1D1 modulator | rCAG binder | PRMT1 inh | mABHD4 FP | LEDGF integ inh | TDP2 absorb | TCR-CD3 inh
CCOC(=O)NC1(C(F)(F)F)N=C(c2ccccc2)NC1=O (configuration not stated) | 2 | -4 | -1.4 | -3 | -1 | 0 | 0 | -4 | -1 | 4
CCN1CCN(c2ccccc2NC(=O)c2ccc(-n3cccn3)cc2)CC1 | 6 | 2 | 0.3 | 8 | 3 | 2 | 7 | 0 | 8 | 3
Cc1ccccc1[C@H](NC1c2ccccc2C=Cc2ccccc21)P(=O)(c1ccccc1)c1ccccc1 | -5 | . | 0.7 | -3 | 11 | -2 | 0 | -2 | 0 | 2
COCCCNC(=O)CCSc1ccc(C)cc1 | -5 | 1 | -2.3 | 1 | 0 | 2 | 2 | -4 | 1 | -1
COc1ccc(C(=O)CSc2nnc(-c3n[nH]c4c3CCC4)n2N)cc1OC | 3 | . | . | -1 | 2 | -1 | 1 | 0 | 4 | .
CCC(C)N(C(=O)COc1ccc(Cl)c2cccnc12)C1CCS(=O)(=O)C1 (configuration not stated) | -2 | 1 | -0.5 | -3 | -4 | 0 | 4 | 2 | -1 | 10
CC1CC(C)CN(C(=O)CCC(=O)Nc2nnc(C(C)C)s2)C1 (configuration not stated) | -4 | 4 | 0.0 | -3 | -8 | -1 | 2 | -1 | 11 | 0
O=C(NC(=S)NC1CCCCC1)c1ccc(Cl)cc1 | 0 | -20 | -0.8 | -2 | -5 | -2 | -11 | 6 | -9 | -4
O=C(c1cnsn1)N1CCC(CO)(Cc2ccc(Cl)cc2)CC1 | -6 | -10 | -0.3 | 5 | 1 | 3 | 1 | 0 | -3 | -4
CC(=O)c1cccc(Nc2nc(-c3cccnc3)cs2)c1 | 0 | -2 | -2.2 | 5 | 1 | 2 | 19 | 0 | 11 | -5
Cc1sc2ccccc2[n+]1CCC(C)S(=O)(=O)[O-] (configuration not stated) | -2 | 7 | -0.8 | 1 | 6 | 36* | 6 | -3 | 1 | 2
COc1ccc(OC)c2sc(N3CCCCC3)nc12 | 1 | 0 | -1.3 | -1 | -3 | 1 | 7 | -2 | 6 | -3
CCn1c2ccccc2c2cc(NC(=O)COc3ccc(OC)cc3)ccc21 | 10 | -1 | 7.2 | 16 | 7 | 4 | 2 | 0 | -13 | 7
NC(=O)Cc1ccc(C(=O)c2ccccc2)s1 | -7 | -5 | -0.7 | -2 | -1 | 2 | 3 | -1 | -3 | 1
CCOC(=O)c1cc(NC(=O)Nc2ccccn2)c(C)nc1C | -3 | 3 | -0.1 | -3 | -1 | 2 | -2 | -2 | 2 | 1
Cc1cccc(OCC(=O)N/N=C/c2cn[nH]c2-c2ccc(Cl)c(Cl)c2)c1 | -30 | -34 | -0.6 | 3 | 6 | -2 | -27 | -1 | 3 | 2
CCOC(=O)Cn1cc(-c2ccccc2)nn1 | -3 | -3 | 0.3 | 1 | 1 | 2 | -6 | -2 | -4 | -3
O=C(N/N=C/C=C/c1ccco1)c1ccncc1 | 14 | 10 | -4.5 | 2 | 8 | 3 | 7 | 0 | 7 | 11
Cn1c(=O)[nH]c(=O)c2c1nc(N1CCCCC1)n2CCCSc1nnnn1-c1ccccc1 | -2 | 7 | -0.3 | -3 | -6 | 0 | 10 | 1 | 11 | 0
Cc1ccc(-n2c(SCC(N)=O)nc3c([nH]c4ccccc43)c2=O)cc1 | -2 | 2 | -1.4 | -6 | 4 | -2 | -2 | 6 | -1 | 0
CC1(C)CC(NC(=O)c2ccc(Cl)cc2Cl)CC(C)(C)N1 | -6 | 7 | 0.8 | 1 | -2 | -1 | 4 | 0 | -4 | -3
O=C1NC[C@H](Cc2ccccc2)N(CC2CCCCC2)C1=O | 10 | 15 | 0.7 | 7 | -3 | 2 | -1 | 0 | 8 | 7
CCCCN(C(=O)c1ccc2c(c1)OCCO2)c1c(N)n(CC(C)C)c(=O)[nH]c1=O | -3 | 6 | -0.3 | -1 | 1 | -1 | 0 | 0 | 5 | 5
C=CCNC(=S)N/N=C/c1ccc(C(F)(F)F)cc1 | 7 | -1 | 0.4 | -5 | -3 | -3 | -5 | 6 | 10 | -1
Cc1cccc(N2C(=O)CC(Sc3ccccc3C(=O)O)C2=O)c1 (configuration not stated) | 3 | 4 | -0.8 | 4 | 0 | 60* | 9 | -2 | 4 | 3
COc1cccc(NC(=O)CNC(=O)c2ccccc2)c1 | -3 | 5 | 0.8 | 1 | 5 | 1 | -5 | -1 | 10 | 0
COc1ccc(CCNC(=O)CN2CCCc3ccccc32)cc1OC | -2 | -1 | -1.4 | -5 | -7 | 1 | 4 | -1 | 10 | -1
O=C(Nc1nccs1)C1(S(=O)(=O)c2ccc(Cl)cc2)CC1 | 6 | -5 | -0.5 | 2 | 2 | 1 | -1 | 2 | 3 | 6
O=C(NC1CCCCC1)C(c1cccnc1)N(CCc1ccccc1)C(=O)Cc1cccs1 (configuration not stated) | 3 | 4 | -1.2 | 0 | -2 | 1 | 6 | -3 | -2 | 3
CC(C)NC(=O)[C@@H]1C[C@@]1(C)[C@@H](NC(=O)OCc1ccccc1)c1ccccc1 | 6 | -4 | 0.4 | 2 | -10 | -1 | 5 | -1 | 4 | -1
CC(C)(C)C(=O)Nc1nnc(SCC(=O)Nc2ccc3c(c2)OCO3)s1 | -3 | -2 | -1.0 | 4 | 1 | 0 | 4 | 3 | -1 | -3
COc1ccc(-c2nc(SCC(=O)NC3CCCCC3)n[nH]2)cc1 | -1 | -5 | 0.2 | -5 | -5 | 5 | 4 | -1 | 5 | 3
CCOC(=O)c1c(-c2ccc(OC)cc2)nc2nonc2c1N | 0 | 5 | -0.8 | 2 | 2 | -3 | -3 | 1 | -3 | 5
CCCCC(=O)Nc1nc(C)c(C(C)=O)s1 | 1 | 5 | -1.1 | 0 | 1 | -2 | 0 | 1 | 1 | 3
COc1cccc(N=Nc2c(N)[nH]n3c(=O)cc(-c4ccccc4)nc23)c1 | -5 | 8 | -1.0 | -4 | 13 | 2 | 14 | -4 | 7 | -7
COc1ccc(NS(=O)(=O)c2ccc3oc(SC(C)C(N)=O)nc3c2)cc1 (configuration not stated) | 6 | 5 | -1.1 | -1 | 3 | 1 | 7 | -1 | -6 | 2
COC(=O)c1ccn(-c2nc(-c3ccco3)cc(C(F)(F)F)n2)n1 | 1 | 7 | -3.0 | 1 | 1 | 2 | -9 | 5 | -8 | -3
Cc1c(/C(O)=C2\C(=O)C(=O)N(CCN(C)C)C2c2cccnc2)cnn1-c1ccccc1 (configuration not stated) | -3 | 5 | -1.5 | 2 | 0 | 0 | 0 | 5 | -11 | 2
Cc1ccc(NC(=O)COn2nnc3ccc(S(=O)(=O)N(C)C)cc32)cc1F | -2 | -16 | 3.5 | 1 | 4 | 0 | -5 | 3 | -12 | -5
CN(C)CCCN(C(=O)c1cccs1)c1nc(-c2ccccc2)cs1 | 2 | -5 | -1.2 | -1 | -3 | -2 | 2 | 2 | -8 | 1

Single entries from the entries so far.
`COc1cccc(N=Nc2c(N)[nH]n3c(=O)cc(-c4ccccc4)nc23)c1` | mABHD4 FP: 14
`CC(C)(C)C(=O)Nc1nnc(SCC(=O)Nc2ccc3c(c2)OCO3)s1` | TDP2 absorb: -1

The list goes on:
SMILES | SIAE primary | HTRA1 inhibitor | PG9 binder | NR1D1 modulator | rCAG binder | PRMT1 inh | mABHD4 FP | LEDGF integ inh | TDP2 absorb | TCR-CD3 inh
CCOC(=O)C1=CCN(S(=O)(=O)c2ccc(Br)cc2)C1c1ccc(C)cc1 (configuration not stated) | 1 | . | 1.5 | -1 | 4 | 3 | -4 | -1 | 4 | 4
Cc1[nH]nc(-c2ccc(OCc3cnn(-c4ccccc4)c3)c(C)c2O)c1Oc1ccccc1 | -40 | -11 | -1.7 | 5 | 15 | 4 | -7 | -2 | -12 | -2
Cc1cc(C(=O)NCC(=O)OCC(=O)Nc2ccc(OC(F)F)cc2)ccc1[N+](=O)[O-] | -8 | 3 | -1.4 | 5 | -1 | 3 | 3 | -2 | 0 | -1
COc1ccc(Cl)c(-c2cc(C(=O)NC(C)C)[nH]n2)c1 | -2 | . | -1.0 | 0 | 1 | 0 | 1 | -1 | -3 | -1
CC(C)c1ccc2[nH]c3nc(SCC(=O)NC4CC4)nnc3c2c1 | -2 | 0 | -1.0 | 0 | -28 | 0 | -2 | 2 | 11 | 2
Cc1cc(Nc2ccccc2)nc2cc(O)ccc12 | 6 | -4 | 2.7 | -5 | 5 | 2 | 20 | -3 | -9 | 6
CCC(=O)N(Cc1cc2ccccc2[nH]c1=O)c1ccccc1OC | 0 | 5 | -1.7 | -2 | 2 | -1 | -1 | 3 | -10 | 4
CCCc1n(CC(O)COCc2ccccc2)c2ccccc2[n+]1C (configuration not stated) | 2 | -3 | -1.1 | 1 | -2 | -3 | 1 | 2 | -1 | 2
CC1(C)N=C(SCC(=O)Nc2ccc(Cl)cc2Cl)C(c2ccccc2)=N1 | 4 | -14 | 0.3 | -2 | -2 | 19 | -8 | -3 | 3 | -2
O=C(CSc1nc(-c2ccccc2)cc(C(F)(F)F)n1)NCc1ccco1 | 1 | -8 | -0.5 | -1 | -2 | -1 | -1 | 0 | -11 | 6
C#CCSc1nc2sc3c(c2c(=O)n1C)CCC3 | -1 | 6 | -0.6 | -4 | 3 | 10 | -1 | 3 | -2 | -7
Cc1nnc(SCC(=O)N(C)C2CCCCC2)s1 | 0 | 3 | -2.4 | -6 | -2 | -5 | -4 | 2 | -12 | 1
Cc1c(C(=O)Nc2cc(S(=O)(=O)N3CCOCC3)ccc2N2CCN(C)CC2)oc2ccccc12 | 0 | -12 | -1.6 | 6 | -3 | 1 | -1 | 2 | 12 | 5
N#Cc1c(-c2ccccc2)cc(C2CC2)nc1SCC(=O)O | -4 | -3 | -0.4 | -7 | 14 | 0 | 0 | 1 | 8 | 16
O=S1(=O)C[C@@H](O)[C@@H](Nc2ccc(Cl)cc2)C1 | -2 | -3 | -1.9 | -1 | 1 | -2 | -2 | 1 | 3 | 4
Cc1ccccc1NC(=O)CC1SC(=O)N(c2ccccc2)C1=O (configuration not stated) | 14 | -8 | -2.0 | -1 | 26 | 15 | 1 | 0 | -5 | -18
c1ccc(-c2nnc(N3CCN(c4ccccc4)CC3)nc2-c2ccccc2)cc1 | 0 | . | 0.1 | 0 | 1 | -3 | -3 | 4 | -2 | 7
CC1CCN(CCn2c(=S)[nH]c3ccccc3c2=O)CC1 | 5 | 7 | 0.5 | 4 | -4 | -4 | 3 | 2 | 3 | 6
C=CCN1C(=O)[C@@H](CC(=O)NCc2ccc(OC)c(OC)c2)[C@]2(C(=O)OC)CCCCC=C12 | 3 | . | . | 7 | 2 | 3 | -4 | 1 | -2 | .
O=C(NC1=NCCS1)c1ccccc1Cl | 4 | 16 | 0.3 | -2 | -3 | -3 | -4 | -2 | 4 | -1

Not all compounds are listed; count on the stated rates, not on these rows.
